Screens as filed in PubChem.
TAG inh: triacylglycerol accumulation inhibition | AID 651582 | 230,000 compounds, 0.66% hits | inhibition, % at 12.5 µM | H9c2 cells, Nile Red lipid (TAG) fluorescence; cells loaded with 200 µM oleic acid;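 active = pattern-corrected inhibition of lipid staining of at least 50% with the nuclear-stain viability signal not falling by more than 50%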;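 also: 0% = DMSO wells and 100% = triacsin C control wells; some results filed as inactive read as strong as hits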
TAG inh DAPI viability: further read-out of TAG inh, marked with its call; DAPI nuclei signal change (viability), lower = more cytotoxic, %;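 whole-well DAPI fluorescence read on a plate reader as a viability signal; minus 50 percent equals half of cells still viable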
The depositor's hits bear a star; & = joins results of further samples. An excerpt. The share of hits here may be higher or lower than overall.

Start of the listing, in advance:
| Structure | TAG inh | TAG inh DAPI viability |
| --- | --- | --- |
| Cc1ccc(Cl)cc1NC(=O)Cn1cc2c(n1)CCCC2 | -5 | 6 |
| COc1ccc(-c2csc(C(NC(C)=O)c3ccc(F)c(F)c3)n2)cn1 (configuration not stated) | -2 | 3 |
| CCOC(=O)c1ccc(N2CCCCC2)c(NS(=O)(=O)c2ccc(C)cc2)c1 | 8 | -12 |
| CC(=O)Cc1nsc(NC(=O)c2ccc(-c3cccc(Cl)c3)o2)n1 | -3 | 0 |

The whole of this part, from the first entry:
| Structure | TAG inh | TAG inh DAPI viability |
| --- | --- | --- |
| Cc1ccc(Cl)cc1NC(=O)Cn1cc2c(n1)CCCC2 | -5 | 6 |
| COc1ccc(-c2csc(C(NC(C)=O)c3ccc(F)c(F)c3)n2)cn1 (configuration not stated) | -2 | 3 |
| CCOC(=O)c1ccc(N2CCCCC2)c(NS(=O)(=O)c2ccc(C)cc2)c1 | 8 | -12 |
| CC(=O)Cc1nsc(NC(=O)c2ccc(-c3cccc(Cl)c3)o2)n1 | -3 | 0 |
| CC(=O)c1ccc(Oc2nc(-c3cccnc3)nc3ccccc23)cc1 | 16 | -7 |
| Cc1cccc(OCc2nc(C)cc(=O)[nH]2)c1 | 7 | -6 |
| CCN(C(=O)COC(=O)c1cc(C)oc1C)c1c(N)n(Cc2ccccc2)c(=O)[nH]c1=O | 10 | -5 |
| Cc1ccc(C(=O)Nc2nccc(-c3cccs3)n2)cc1 | -12 | -6 |
| COc1ccc(OC)c(C2=CC(=O)C[C@H](c3ccc(F)cc3)C2)c1 | -10 | 4 |
| CC1CCN(C(C(=O)Nc2ccc(C(C)C)cc2)c2ccc3c(c2)OCO3)CC1 (configuration not stated) | 14 | 3 |
| COCc1cc(C)nc(OCC(=O)N/N=C/c2cccc(OC)c2)c1C#N | 9 | -1 |
| Cc1ccc(-c2cc3nc(-c4ccccc4)cc(N)n3n2)cc1 | -6 | 22 |
| CCc1ccc(C2CC(c3ccc(C)cc3)Nc3nc(N)nn32)cc1 (configuration not stated) | 6 | 10 |
| N#Cc1c(Nc2ccccc2)[n+]([O-])c2ccc(Cl)cc2[n+]1[O-] | 6 | -15 |
| COCCN(CC(=O)NC1CCCCC1)C(=O)CCCC(=O)Nc1ccccn1 | -11 | 4 |
| COc1cc(C)c(CN2CCN(C(=O)CCC(=O)c3ccc(C)s3)CC2)cc1OC | -15 | 24 |
| COc1ccc(CN(C(C)=O)c2ccccc2C(=O)O)cc1 | 3 | 0 |
| COc1ccc(OC)c(-c2cc(C(=O)N3CCN(c4ncccn4)CC3)c3ccccc3n2)c1 | -5 | -6 |
| CCOc1ccc(S(=O)(=O)N2CCCC(C(=O)NCc3ccco3)C2)cc1 (configuration not stated) | 1 | -4 |
| COc1ccc([N+](=O)[O-])c(OC)c1C(=O)NC(=O)Nc1nc(C)cc(C)n1 | -17 | 12 |
| CCC1CCCCN1C(=O)c1ccc(OC2CCN(Cc3ccccn3)CC2)cc1 (configuration not stated) | 7 | -1 |
| COCCn1c(COC)nc2ccccc21 | 10 | -11 |
| CCN(CC)S(=O)(=O)c1cccc(C(=O)Nc2ccc3c(c2)OCO3)c1 | -8 | -7 |
| COC(=O)c1ccc(NC(=O)CN2CCN(c3ccc(Cl)cc3)CC2)cc1 | 11 | -14 |
| O=C(O)c1[nH]c2ccccc2c1C(c1cc(Cl)cc([N+](=O)[O-])c1O)c1c(C(=O)O)[nH]c2ccccc12 | 3 | -7 |

The listing continues.
| Structure | TAG inh | TAG inh DAPI viability |
| --- | --- | --- |
| CCCN1CCC(CCOc2ccccc2)(C(=O)OCC)CC1 | 6 | -9 |
| CC(NCc1ccc(S(N)(=O)=O)cc1)C(=O)N1CCc2ccccc21 (configuration not stated) | 6 | -13 |
| Cc1ccc2oc(=O)n(CC(=O)N3CCOCC3)c2c1 | -5 | 2 |
| COC/C=C/C1=CC2=CC(=O)C(C)(OC(=O)c3cnc4ccccc4n3)C(=O)C2=CN1CC1CC1 (configuration not stated) | -3 | 2 |
| CNC(=O)c1ccccc1F | -1 | 6 |
| CN1CCN(c2ccc(S(=O)(=O)N3CCCCC3)cc2[N+](=O)[O-])CC1 | -9 | 3 |
| COc1cc(C(=O)Nc2ccc(N(C)C)cc2)c([N+](=O)[O-])cc1OC | -7 | 3 |
| CN1C(=S)SC(/[N+]([O-])=C/c2cccnc2)C1(C)C (configuration not stated) | 28 | -9 |
| COc1ccc2oc(C(=O)N3CCN(C(c4ccccc4)c4ccccc4)CC3)c(C)c2c1 | 2 | 5 |
| COc1ccc(/C=C/C(=O)OCC(=O)c2ccc(S(=O)(=O)N3CCCCC3)cc2)cc1OC | 9 | -6 |
| COc1cccc2c1OCC(CN1CCN(CCC(C)C)C(CCO)C1)=C2 (configuration not stated) | 12 | 0 |
| CCOC(=O)c1ccccc1NC(=O)CN(c1cccc(OC)c1)S(C)(=O)=O | 3 | -8 |
| COc1ccc(C(=O)Nc2ccc3c(c2)C(=O)NC3=O)cc1 | -7 | -4 |
| Cc1cc(NC(=O)CSCC(=O)Nc2nc3ccccc3s2)no1 | -10 | 4 |
| NC(=O)C1CCN(C(=O)Cc2ccsc2)CC1 | 9 | 2 |
| Cc1cc(S(=O)(=O)N2CCCC(C(=O)Nc3ccc(C(=O)O)cc3)C2)ccc1Cl (configuration not stated) | 1 | -10 |
| CCn1c(C(C)NC(=O)c2ccc(Cl)cc2)n[nH]c1=S (configuration not stated) | -17 | 6 |
| O=C(C1=C[C@@H](C2CCCCC2)C[C@@H](OCc2ccc(CO)cc2)O1)N1CCN(Cc2ccc3c(c2)OCO3)CC1 | -9 | -3 |
| Cc1cc(C)cc(Cn2c3ccc(NC(=O)NCCc4cccs4)cc3c(=O)n2C)c1 | 2 | 21 |
| CCOc1ccc(N(C)S(=O)(=O)c2ccc3[nH]cc(C(=O)NCCOC)c(=O)c3c2)cc1 | 1 | 6 |
| CC(C)C1CC(c2ccccc2)(C(CN)CO)CCO1 (configuration not stated) | 6 | -6 |
| CCc1cc2cccc(C)c2nc1SCC(=O)Nc1cc(C)on1 | -1 | -4 |
| COC(=O)[C@@]12CCCN1[C@H](c1ccc(-c3ccc(OC)cc3)c(OC)c1)[C@H]1C(=O)N(C)C(=O)[C@H]12 | 4 | -6 |
| Cc1ccc([N+](=O)[O-])cc1S(=O)(=O)Nc1cccc(-c2ccc(N3CCOCC3)nn2)c1 | 10 | 1 |
| CCn1c(SCC(=O)Nc2sc3c(c2C#N)CCCC3)nnc1-c1ccco1 | -11 | 9 |

Part of the list above in order of molar mass, high to low.
| Structure | TAG inh | TAG inh DAPI viability |
| --- | --- | --- |
| Cc1cc(S(=O)(=O)N2CCCC(C(=O)Nc3ccc(C(=O)O)cc3)C2)ccc1Cl (configuration not stated) | 1 | -10 |
| CCc1cc2cccc(C)c2nc1SCC(=O)Nc1cc(C)on1 | -1 | -4 |
| NC(=O)C1CCN(C(=O)Cc2ccsc2)CC1 | 9 | 2 |

Further records follow:
| Structure | TAG inh | TAG inh DAPI viability |
| --- | --- | --- |
| COc1ccc2c(c1)[C@H]1[C@H](CO2)[C@H](c2ccccc2)[C@]2(C)C(=O)N[C@H](C)C(=O)N12 | 11 | 2 |
| COc1ccc(-n2cc(-c3ccccc3)[n+]3c2CCCCC3)cc1 | -25 | -11 |
| O=C(O)c1ccc(N=Cc2nc(-c3ccco3)oc2O)cc1 | 3 | -6 |
| COC(=O)[C@]1(Cc2ccccc2)N[C@H](CN(C)C(=O)Nc2ccc(F)cc2)[C@@H]2C(=O)N(C)C(=O)[C@@H]21 | -4 | -1 |
| COc1ccc(-c2nc(-c3ccc(C(=O)O)cc3)no2)cc1 | -16 | 2 |
| Cn1cnnc1SCC(=O)Nc1ccccc1F | -5 | 5 |
| CCCCc1nc2ccccc2[nH]1 | 2 | -9 |
| Cc1ccc(NC(=O)C2CCN(S(=O)(=O)c3cc([N+](=O)[O-])ccc3Cl)CC2)nc1 | 10 | 9 |
| COC(=O)/C=C/c1ccc(-n2ccnc2)cc1 | 5 | 6 |
| CCCCn1nnnc1SCC(=O)c1cc(Cl)ccc1OC | 6 | -7 |
| O=C(Nc1cccnc1)c1cccnc1Cl | 28 | -11 |
| Cc1ccc2nc3n(c(=O)c2c1)CCCCC3 | -9 | 3 |
| O=C(O)CCCN1C(=O)/C(=C/c2cn(-c3ccccc3)nc2-c2cccs2)SC1=S | 13 | -6 |
| COc1cc2c(cc1OC)CN(C(=O)c1ccco1)CC2 | -7 | 2 |
| CCc1ccc(S(=O)(=O)c2ccc(-n3nc(C)cc3N)cc2)cc1 | -4 | 5 |
| CCN1CCN(c2cc(C)c3cc(NC(=O)c4ccncc4)ccc3n2)CC1 | 6 | 1 |
| Fc1ccccc1/C=N/Nc1cc(N2CCCCC2)ncn1 | 17 | -5 |
| CCCCC1SC(N)=NC1=O (configuration not stated) | 0 | 5 |
| COc1ccc(NC(=O)c2cccc3ccccc23)cc1OC | -3 | 8 |
| CC1CCc2[nH]c3ccc(C(=O)N(C)CC(=O)Nc4cccc(F)c4)cc3c2C1 (configuration not stated) | 12 | 4 |
| Cc1ccc2nc(N/C(=N/S(=O)(=O)c3ccc(F)cc3)c3ccccc3)sc2c1 | -2 | 4 |
| Cc1cccc(C(=O)NNC2=CC(=O)CC(C)(C)C2)c1O | 2 | -2 |
| COc1cc(OC)c(C2SCCN2S(=O)(=O)c2ccc(F)cc2)cc1OC (configuration not stated) | 1 | -6 |
| Cc1ccc(C2=Nc3ccccc3N=C(C(Cl)Cl)C2)cc1 | 1 | -9 |
| CC(=O)c1cc(C#N)c(SCc2ccc([N+](=O)[O-])cc2)nc1C | 4 | -2 |

(further entries)
| Structure | TAG inh | TAG inh DAPI viability |
| --- | --- | --- |
| CN(c1ccc(O)cc1)c1nc(-c2cccs2)cs1 | -4 | 5 |
| COc1ccc(NS(=O)(=O)c2cc(NC(=O)CCc3ccc(OC)c(OC)c3)ccc2N2CCOCC2)cc1 | -6 | -8 |
| O=C(Nc1ccc(Cl)c(C(F)(F)F)c1)N1CCCC(O)C1 (configuration not stated) | -9 | 1 |
| S=C(NCCCc1ccccc1)NCc1ccccc1 | -3 | -5 |
| Cc1ccc(N=Cc2c(O)c3ccccc3oc2=O)cc1F | 14 | -1 |
| Cn1c(Cn2cnc3ccccc32)nc2ccccc21 | -10 | 0 |
| O=C(NC1CCCC1)C(c1cccs1)N(CC1CCCO1)C(=O)Cc1cccs1 (configuration not stated) | -19 | 10 |
| C=CCn1c(SCCCC)nc(O)cc1=O | -7&-3 | 0&5 |
| COC(=O)C1=C(Nc2ccc(OC)cc2)C=C(C)C(C(=O)OC)C1c1ccc(C)cc1 (configuration not stated) | 5 | 4 |
| CCOc1ccccc1N(CC(=O)N/N=C(\C)c1cccc(Br)c1)S(C)(=O)=O | -45 | 1 |
| Cc1nc(N)[nH]c(=O)c1CC(=O)OCCCl | 14 | -13 |
| Cc1nn(-c2ccc(F)cc2)c(C)c1NS(=O)(=O)c1ccc(Cl)cc1 | -15 | 4 |
| Cc1ccccc1Cn1nc(C)c(NC(=O)c2ccccc2)c1C | -17 | 1 |
| CN(CC(=O)Nc1cccc(F)c1)C(=O)c1ccc(N2CCCCCC2)c([N+](=O)[O-])c1 | -18 | -3 |
| COc1ccc(-c2nsc3c(N4CCCCC4)ncnc23)cc1 | -17 | 14 |
| c1ccc(-c2nc(-c3ccccn3)nc(-c3ccccn3)n2)nc1 | 14 | -1 |
| CC(C)c1ncc(C(O)c2ccccc2)n1C (configuration not stated) | -5 | -1 |
| O=S(=O)(c1ccc(NC(=S)NN=Cc2ccccc2O)cc1)N1CCCCC1 | 2 | -16 |
| O=C(Cn1cccc1)N1CCN(c2ccc(F)cc2)CC1 | -17 | 9 |
| CCN(CC)C(=O)c1sc(NC(=O)Cc2ccc(OC)cc2)c(C#N)c1C | -18 | -4 |
| O=[N+]([O-])c1ccc(NN=Cc2ccco2)nc1 | -20 | 2 |
| CCc1noc(C)c1C(=O)Nc1cc(S(=O)(=O)N(CC)CC)ccc1N1CCOCC1 | 12 | -5 |
| CCCC(C)C(=O)Nc1nc(C)c(-c2csc(Nc3ccc(Cl)cc3)n2)s1 (configuration not stated) | -7 | 8 |
| O=C(Nc1ccccn1)c1ccc(NC(=O)c2ccco2)cc1 | -5 | 4 |
| Cc1cc(C)n(CC(=O)NNC(=O)C2CC(=O)N(Cc3ccccc3Cl)C2)n1 (configuration not stated) | 2 | 0 |

Three entries from above in a different format.
compound: Cn1c(Cn2cnc3ccccc32)nc2ccccc21
  TAG inh: -10
  TAG inh DAPI viability: 0
compound: C=CCn1c(SCCCC)nc(O)cc1=O
  TAG inh: -7&-3
  TAG inh DAPI viability: 0&5
compound: CCc1noc(C)c1C(=O)Nc1cc(S(=O)(=O)N(CC)CC)ccc1N1CCOCC1
  TAG inh: 12
  TAG inh DAPI viability: -5

Further entries follow.
| Structure | TAG inh | TAG inh DAPI viability |
| --- | --- | --- |
| Cc1ccn2cc(CNC(=O)c3ccc(Br)o3)nc2c1 | 11 | -5 |
| CC(CN1CCCC1)OC(=O)Cc1ccc(Cl)cc1 (configuration not stated) | 3 | 1 |
| Cc1ccc(S(=O)(=O)N2CCN(C(=O)COC(=O)CNC(=O)c3ccccc3F)CC2)c(C)c1 | 0 | 5 |
| Cc1ccc(C)c(-n2nnnc2SCC(=O)c2ccc3c(c2)NC(=O)CO3)c1 | 5 | 11 |
| COCCNC(=O)c1ccccc1NC(=O)c1cccc([N+](=O)[O-])c1C | 0 | -2 |
| COc1ccc(N(C(=O)c2ccco2)S(=O)(=O)c2ccc(F)cc2)cc1 | -7 | -1 |
| CN1C(=O)N(C)C2(C)CC1(C)N(C)C(=O)N2C | 1 | -11 |
| CC/C(=N\NC(=S)Nc1cc(C)ccc1C)c1ccc(OC(F)F)cc1 | -12 | 7 |
| O=C(Cn1nc(C(=O)O)c2ccccc2c1=O)Nc1ccc2c(c1)OCO2 | 6 | -3 |
| COc1cccc(CNC(=S)Nc2ccc3c(c2)c(=O)n(C)n3Cc2ccccc2)c1 | 9 | -6 |
| CSc1nc(O)c(C(c2ccc(OC(C)C)cc2)c2c(O)nc(SC)[nH]c2=O)c(=O)[nH]1 | 4 | 1 |
